Source: PubChem (The Scripps Research Institute Molecular Screening Center)
DAX1 inh-1: inhibitors of DAX1 repression of SF-1 activated StAR promoter; hit rate 1.1% among 370,000; HEK293T StAR-luciferase reporter, SF-1/DAX-1 repression relief; AID 652010; inhibition, % at 6.8 µM;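 active means inhibition above the mean over all tested compounds plus 3 SD, cut at about 3.6% in these data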;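 further: 0% = DAX-1 cells with DMSO and 100% = cells lacking DAX-1 with DMSO; higher inhibition means more luminescence from relief of DAX-1 repression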
PLC-gamma1 inh: inhibitors of human phospholipase C gamma1 | purified PLC-gamma1, fluorogenic substrate, fluorescence | hit rate 0.84% among 370,000 | AID 720700 | inhibition, % at 12.2 µM; in the data active means inhibition above about 9.5%
ssDAF12 agonist: S. stercoralis DAF-12 activation, primary screen | HEK293 ssDAF-12/GRIP1 lit1-tk-luc reporter, luminescence; % of 3 µM dafachronic acid response | hit rate 1% among 370,000 | activation, % at 6.8 µM;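 active means activation above the mean over all tested compounds plus 3 SD, cut at about 0.9% in these data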;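 further: 0% = DMSO-only wells and 100% = 3 µM delta7-dafachronic acid wells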
hcDAF-12 act: activators of H. contortus DAF-12 nuclear receptor; HEK293 hcDAF-12 lit1-tk-luc reporter, luminescence; 0% DMSO, 100% Δ7-dafachronic acid; activation, % at 6.8 µM; hit rate 1.4% among 370,000; AID 652067;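 active means activation above the mean of all tested compounds plus 3 SD, cut at about 5.5% in these data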;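 further: 100% = response to 3 µM Δ7-dafachronic acid high control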
HGIII-sPLA2 inh: Blocks human group III sPLA2 activity. AID 743126. QFRET BODIPY PC-A2 liposome hydrolysis, fluorescence. hit rate 0.56% among 370,000. inhibition, % at 12.2 µM. Q9NZ20;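 active means inhibition above mean plus 3 SD of compounds lying within the high and low control bounds, cut at about 19% in these data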;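 further: 0% = median of test compound wells and 100% = no enzyme DMSO wells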
hgDAF-12 ag: activates the H. glycines DAF-12 receptor ligand-binding domain | AID 687014 | activation, % at 6.8 µM | HEK293 GAL4-hgDAF12 UAS-luciferase reporter, agonist luminescence; normalized to butyrate control | hit rate 1.8% among 370,000;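 active means activation above a cutoff set at the mean of all screened compounds plus 3 SD, cut at about 10% in these data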;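 further: 0% = DMSO wells and 100% = sodium butyrate wells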
ADAM17 inh: inhibitors of human ADAM17; P78536; recombinant ADAM17, EDANS/DABCYL FRET peptide cleavage; inhibition, % at 6.95 µM; hit rate 0.83% among 370,000; AID 720648;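 active means inhibition above the mean of compounds lying between control limits plus 3 SD, set per campaign, cut at about 8.5% in these data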;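 further: 0% = DMSO-only wells as the low control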
PLCb3 inh: inhibitors of human phospholipase C beta3 | Q01970 | Purified PLC-beta3, fluorogenic substrate, fluorescence | inhibition, % at 12.2 µM | hit rate 0.18% among 370,000 | AID 720704; in the data active means inhibition above about 11%;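 further: 0% = median of compound wells on plate and 100% = full blocker control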
FXN GAA850 act: activators of GAA850 frataxin (FXN) promoter; HEK293 lucGAA850 FXN promoter luciferase reporter, 24 h; percent of 10 µM SAHA response; activation, % at 6 µM; hit rate 0.56% among 360,000;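 active means activation above the average of all compounds screened plus 3 SD, cutoff fixed separately per campaign, cut at about 7.5% in these data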;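 further: 0% = DMSO wells and 100% = 10 µM SAHA wells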
ADAM10 inh: inhibits human ADAM10; hit rate 0.62% among 370,000; AID 720582; O14672; inhibition, % at 7 µM; recombinant ADAM10, EDANS/DABCYL FRET peptide cleavage, 3 h;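 active means inhibition above a per-campaign cutoff equal to the mean of compounds falling between control-based bounds plus 3 SD, cut at about 20% in these data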;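 further: 0% = DMSO wells while the 100% control is not disclosed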
Target sequence (O14672 214-748 limits assumed): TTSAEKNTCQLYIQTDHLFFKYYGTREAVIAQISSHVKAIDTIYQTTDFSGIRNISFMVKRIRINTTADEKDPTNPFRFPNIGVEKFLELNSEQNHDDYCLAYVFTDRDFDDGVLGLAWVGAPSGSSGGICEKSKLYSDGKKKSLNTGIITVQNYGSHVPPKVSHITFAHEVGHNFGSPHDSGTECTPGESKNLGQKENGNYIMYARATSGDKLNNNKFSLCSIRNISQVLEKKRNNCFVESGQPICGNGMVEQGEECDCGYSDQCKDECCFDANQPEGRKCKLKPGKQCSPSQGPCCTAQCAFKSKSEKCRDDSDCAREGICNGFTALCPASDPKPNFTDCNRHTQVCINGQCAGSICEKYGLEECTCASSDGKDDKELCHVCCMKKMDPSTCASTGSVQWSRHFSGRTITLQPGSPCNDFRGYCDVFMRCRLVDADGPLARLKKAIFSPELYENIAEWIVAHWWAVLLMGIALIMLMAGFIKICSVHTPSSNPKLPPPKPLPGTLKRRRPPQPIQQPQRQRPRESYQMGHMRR
DAX1 inh-2: inhibits human nuclear receptor DAX1; P51843; inhibition, % at 6.75 µM; HEK293 Gal4-DAX1 luciferase reporter, luminescence; hit rate 0.99% among 340,000; AID 504766;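 active means inhibition above the mean over all tested compounds plus 3 SD, cut at about 4.2% in these data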;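 further: 0% = DAX1-transfected cells with DMSO and 100% = empty-vector control cells with DMSO; inhibition shows as a rise in luminescence from relieved DAX1 repression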
Target sequence (P51843 207-470 limits assumed): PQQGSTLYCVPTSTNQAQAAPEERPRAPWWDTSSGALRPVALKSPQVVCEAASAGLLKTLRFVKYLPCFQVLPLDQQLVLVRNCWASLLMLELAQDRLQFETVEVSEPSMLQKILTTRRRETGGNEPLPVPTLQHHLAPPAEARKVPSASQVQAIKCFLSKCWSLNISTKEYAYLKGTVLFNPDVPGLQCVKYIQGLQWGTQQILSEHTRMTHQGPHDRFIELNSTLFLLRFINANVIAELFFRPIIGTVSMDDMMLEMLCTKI
Starred values were filed as active, the others as inactive; i = inactive; . = no result given.

SMILES	DAX1 inh-1	PLC-gamma1 inh	ssDAF12 agonist	hcDAF-12 act	HGIII-sPLA2 inh	hgDAF-12 ag	ADAM17 inh	PLCb3 inh	FXN GAA850 act	ADAM10 inh	DAX1 inh-2
CCc1ccccc1NC(=S)Nn1cnnc1	1.6	2	0.2	-1.1	2	0.9	-5	-6	1.6	-4	-0.4
COc1ccc(C2=NN(C)C(=NCc3ccccc3)SC2)cc1	-0.5	-1	-1.7	-2.1	-2	2.1	-1	-5	3.9	10	-0.4
NS(=O)(=O)c1cccc(NC(=O)CN2CCc3ccccc32)c1	2.4	2	0.5	5.5	-14	5.5	-1	5	1.5	14	-0.8
CCCC(=O)Nc1nnc(SCC(=O)N2CCCCC2)s1	0.5	-3	-0.4	0.8	-5	1.0	-1	-3	-0.1	-5	3.6
Cc1nc2ccccc2c2c(N)cccc12	-0.1	3	-1.2	-0.7	1	3.1	-2	1	-0.9	-2	1.3
CCOc1ncccc1C(=O)Nc1ccc2nc(C)sc2c1	0.5	-2	-0.7	0.1	-3	1.7	2	-5	7.4	7	0.3
O=C(Nc1ccc(Cl)cc1)C(Cl)C(=O)c1ccccc1 (configuration not stated)	0.1	0	-0.5	2.0	8	1.9	6	-2	7.3	-2	0.8
O=C(c1cc([N+](=O)[O-])cc([N+](=O)[O-])c1)N(c1ccccn1)c1ccccn1	-0.3	-1	-1.3	-1.3	-1	-2.5	0	2	0.3	-5	1.0
CC(=O)c1ccc(N2CCN(C(=O)CNC(=O)c3ccc(Br)o3)CC2)cc1	-2.0	-2	-0.9	2.4	-8	-0.7	-5	-2	1.5	-18	1.1
O=C(Oc1c(Br)cc(C(=S)N2CCOCC2)cc1Br)c1ccc(Cl)cc1	-1.3	1	-1.6	-1.1	-1	-1.2	-2	1	0.4	7	-1.7
COc1cc(C(=O)Nc2cccc(NC(=O)c3cccs3)c2)cc(OC)c1OC	-1.7	-6	-0.6	-2.4	1	-4.7	-3	-6	-2.6	-1	0.1
CCOC(=O)NC1(NC(C)C)Oc2ccccc2O1	1.0	5	-0.9	2.3	0	-1.3	-1	-1	0.6	5	0.6
CCOC(=O)c1cnc2cc(Cl)c(OC)cc2c1NCC1CCCO1 (configuration not stated)	-1.0	-2	-1.2	-0.2	2	-1.5	-6	-4	1.4	-10	-1.7
CCOC(=O)C1CCN(C(=O)COC(=O)c2ccc([N+](=O)[O-])o2)CC1	0.3	0	-1.4	1.2	11	-0.5	-3	-4	0.2	-12	-0.6
O=C(CNCc1ccco1)Nc1ccc(Oc2ccccc2)cc1	0.5	9	-0.8	0.6	-3	-3.1	6	7	-0.4	-3	1.2
Cc1ccc(C(C)C)c(OCC(=O)N/N=C/C2CCCCC2)c1	-0.5	0	-2.0	-0.3	-4	0.0	-7	0	-0.3	3	0.3
CCN(CC)CCn1c2c(c(SCC(=O)Nc3ccc4c(c3)OCCO4)nc1=O)CCC2	-0.6	-3	-1.0	-0.6	3	0.0	0	0	-1.2	-7	1.5
C[C@H](CO)N1C[C@H](C)[C@H](CN(C)C(=O)Nc2cccc3ccccc23)Oc2c(NC(=O)c3ccc(-c4nccs4)cc3)cccc2C1=O	0.3	-44	-0.7	1.8	-26	-0.5	-14	-72	-4.2	-76	-0.4
CC(C)CN1CC(C)C(=O)N(c2ccccc2)C1=S (configuration not stated)	3.4	5	-0.5	0.1	5	0.4	-3	2	1.3	-2	0.7
CC(C)(C)OC(=O)NCCc1nnc(SCc2ccccc2Cl)o1	0.2	0	-1.2	-0.8	-8	-1.9	-1	-1	2.0	3	-0.5
COC(=O)c1cc(=O)c2cccc(OC)c2[nH]1	0.1	i	-1.1	-1.8	-2	0.1	-320	i	0.8	i	-0.2
COc1ccc(S(=O)(=O)N2CCCC2)cc1C(=O)N1CCCCC1	-0.1	-2	-0.9	-0.6	4	0.5	-7	-9	2.7	-11	4.0
Cc1ccccc1OCC(=O)Nn1c(COc2ccccc2)nc2ccccc2c1=O	-0.4	1	-1.2	1.4	-6	0.0	0	-1	-0.1	3	0.4
O=S1(=O)CC(N2CCCCC2)C1CN1CCCCC1 (configuration not stated)	-0.7	-2	-0.9	-0.5	5	-1.6	-5	0	2.8	-13	1.2
O=C(COc1ccc(Br)cc1)N/N=C1/SCC(=O)N1Cc1ccco1	1.5	-1	-1.0	1.0	1	3.6	-6	-6	1.4	-3	-0.6

Compound profiles, as listed above. Screens in order: DAX1 inh-1 | PLC-gamma1 inh | ssDAF12 agonist | hcDAF-12 act | HGIII-sPLA2 inh | hgDAF-12 ag | ADAM17 inh | PLCb3 inh | FXN GAA850 act | ADAM10 inh | DAX1 inh-2
`CCOc1ncccc1C(=O)Nc1ccc2nc(C)sc2c1` reads 0.5 | -2 | -0.7 | 0.1 | -3 | 1.7 | 2 | -5 | 7.4 | 7 | 0.3
`COC(=O)c1cc(=O)c2cccc(OC)c2[nH]1` reads 0.1 | i | -1.1 | -1.8 | -2 | 0.1 | -320 | i | 0.8 | i | -0.2
`CCOC(=O)NC1(NC(C)C)Oc2ccccc2O1` reads 1.0 | 5 | -0.9 | 2.3 | 0 | -1.3 | -1 | -1 | 0.6 | 5 | 0.6
`CCc1ccccc1NC(=S)Nn1cnnc1` reads 1.6 | 2 | 0.2 | -1.1 | 2 | 0.9 | -5 | -6 | 1.6 | -4 | -0.4
`C[C@H](CO)N1C[C@H](C)[C@H](CN(C)C(=O)Nc2cccc3ccccc23)Oc2c(NC(=O)c3ccc(-c4nccs4)cc3)cccc2C1=O` reads 0.3 | -44 | -0.7 | 1.8 | -26 | -0.5 | -14 | -72 | -4.2 | -76 | -0.4

Additional structures follow.
SMILES	DAX1 inh-1	PLC-gamma1 inh	ssDAF12 agonist	hcDAF-12 act	HGIII-sPLA2 inh	hgDAF-12 ag	ADAM17 inh	PLCb3 inh	FXN GAA850 act	ADAM10 inh	DAX1 inh-2
COc1cccc(CNCc2ccc(OC)c3ccccc23)c1OC	-0.2	5	-1.5	-0.5	-9	0.7	-3	-3	-4.3	-6	-0.5
COC(=O)c1cc(C(=O)Nc2nc3ccccc3[nH]2)cc([N+](=O)[O-])c1	0.1	-8	-0.8	0.8	29*	5.4	3	-13	1.2	9	0.4
CCC1=C2CC[C@H]3C(=O)N(c4ccccc4)C(=O)[C@H]3[C@H]2[C@@]2(C)C(=NCC3CC3)OC(=O)N2C1=O	0.1	-1	-1.2	-1.6	7	2.2	-5	1	-1.2	-6	1.0
CCOc1ccc(/C=N/NC(=O)CC(=O)Nc2ccc(Cl)c(Cl)c2)cc1	0.1	1	-1.4	-0.5	-15	-4.9	-5	0	1.9	4	2.0
CCc1ccc(CNC(=O)CCn2nc(C)c3c(C)n(-c4ccccc4)nc3c2=O)cc1	0.7	-1	-1.3	-1.1	2	-1.4	-2	-6	-2.3	-10	0.8
CCOC(=O)c1nn(-c2ccc(F)cc2)c(=O)cc1OCC(=O)Nc1ccc(F)c(F)c1	0.0	3	-0.7	0.2	5	-0.8	-1	-6	-0.3	0	-0.2
COC(=O)c1cc(S(=O)(=O)N2CCN(c3ccccc3Cl)CC2)cn1C	-1.6	-2	-0.8	-2.1	-5	-0.1	2	-4	.	-3	.
COc1cc(/C=N/NC(=O)Cc2csc(C)n2)ccc1OCC(C)C	0.4	2	-1.3	-0.4	5	-4.7	2	3	-0.8	7	1.1
O=C(C(=O)N1CCN(CCN2CCOCC2)CC1)c1ccccc1	0.5	0	-1.0	0.2	12	2.1	-4	1	.	-1	.
CC(=O)Nc1ccc(S(=O)(=O)Nc2nc3c(s2)CCCC3)cc1	-0.1	1	-0.6	-0.2	2	0.3	-7	1	-0.8	3	0.8
CC(=O)Nc1ccc(S(=O)(=O)N(Cc2ccco2)CC2CCCO2)cc1 (configuration not stated)	-0.2	-3	-1.2	1.7	3	-3.3	-7	-4	0.3	0	0.3
CC(C)C[C@@H](CNCC(=O)[C@H](C)NC(=O)c1[nH]cnc1C(=O)N[C@@H](C)CN)NC(=O)c1nc[nH]c1C(=O)N[C@@H](CC(=O)O)C(=O)O	0.2	2	-1.4	-0.2	-1	-1.2	-4	-1	-0.7	-13	1.6
CC(=O)c1cn(C(=O)c2ccc(Cl)cc2)c2ccccc12	-0.3	2	-0.3	0.6	1	-3.3	1	-1	1.0	-4	0.2
COC(=O)[C@]12CCCCC=C1N(Cc1ccc(OC)cc1)C(=O)[C@@H]2CC(=O)NCCCCc1ccccc1	-1.1	0	-1.2	-2.4	-27	3.2	6	-2	.	15	.
Nc1ccc(-c2cnc3ccccc3n2)cc1	1.8	-149	0.3	7.1*	8	11*	-2	-175	3.5	4	.
COc1ccc2c3c(cccc13)OC2=O	0.3	-13	-0.6	-2.5	9	-2.1	-6	-23	0.2	2	-1.0
C[C@@H]1CNC(=O)c2c(C(=O)NCC(=O)OC(C)(C)C)ncn21	-0.8	0	-0.9	-1.2	2	-1.1	-2	2	-1.1	2	3.3
Cc1ccc(Cn2ccc(NC(=O)c3cc(CC(C)C)on3)n2)cc1	-1.7	0	-1.5	-1.9	-3	4.4	2	-1	1.6	4	-0.8
Cc1nonc1C(=O)N/N=C/c1cccc(O)c1	-0.3	3	-0.1	1.6	-8	1.5	2	8	-2.0	2	-0.4
O=C(Nc1cccc(S(=O)(=O)N2CCOCC2)c1)c1ccccn1	-0.1	2	-1.0	2.5	-5	-0.3	-2	-4	2.3	1	-0.3
Cn1c(SCC(=O)N2CCCC2)nc2ccccc2c1=O	-0.5	0	-1.5	-0.6	8	0.7	-3	1	-2.6	3	-0.5
COCc1cccc(-c2csc(C(C)(O)c3ccc(OC)cc3)n2)c1 (configuration not stated)	-1.4	0	-1.8	-2.2	-7	-3.4	1	1	3.9	7	.
COC(=O)N/N=C/c1cccs1	0.6	-1	-1.2	-1.9	0	2.4	-6	-3	1.5	-8	1.2
FC(F)(F)c1cc(C(F)(F)F)c2ccc(Oc3ccccc3)nc2n1	-0.7	-1	-1.1	0.7	1	-1.0	-4	-1	0.7	-7	1.3
O=C(COc1ccccc1)Nc1ccc(OC(F)(F)C(F)F)c(NC(=O)COc2ccccc2)c1	0.8	3	-1.3	1.6	-10	-1.9	3	1	-0.1	0	-0.6
O=C(NCC(c1ccco1)N1CCc2ccccc2C1)c1ccccc1Br (configuration not stated)	0.3	2	-1.0	0.1	-5	1.2	1	-8	2.3	-5	0.1
CCOC(=O)C1=CN(Cc2ccco2)S(=O)(=O)NC1c1cccc(OC)c1 (configuration not stated)	1.5	-5	-0.2	0.0	-9	-0.8	-4	-6	-1.5	-11	-0.5
c1csc(-c2ccn[nH]2)c1	1.0	6	-0.8	-0.4	5	1.6	2	2	-1.0	8	-0.7
O=C(/C=C/c1ccccc1Cl)N1CCOCC1	-0.2	1	-0.8	-0.4	5	0.5	-5	-4	2.1	-5	1.5
